High-throughput results deposited in PubChem by Johns Hopkins Ion Channel Center.
CHT inh: inhibitors of human choline transporter CHT | CHT-expressing cells, membrane potential dye, choline response; active compounds read low | B-score at 10 µM | actives 0.86% (n = 310,000);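 active = B-score over 3 SD under the library average, and starting fluorescence ratio not unusually high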;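 also: choline stimulus applied at its EC90 after an EC20 pre-addition; B-score computed on integrated fluorescence ratio after choline addition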
KCNQ2 block: KCNQ2 potassium channel inhibitors, primary screen, cell-based, CHO-K1, FluxOR thallium flux, B-score (AID 2156); Potassium voltage-gated channel subfamily KQT member 2 (Rattus norvegicus), O88943; 20 min; active compounds read low; B-score at 10 µM; actives 1.1% (n = 310,000);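 active = fluorescence ratio B-score at most minus 3 library SDs, with starting brightness B-score within 2 library SDs, cut at about -5.5 in these data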
Target sequence (O88943 whole entry, looked up): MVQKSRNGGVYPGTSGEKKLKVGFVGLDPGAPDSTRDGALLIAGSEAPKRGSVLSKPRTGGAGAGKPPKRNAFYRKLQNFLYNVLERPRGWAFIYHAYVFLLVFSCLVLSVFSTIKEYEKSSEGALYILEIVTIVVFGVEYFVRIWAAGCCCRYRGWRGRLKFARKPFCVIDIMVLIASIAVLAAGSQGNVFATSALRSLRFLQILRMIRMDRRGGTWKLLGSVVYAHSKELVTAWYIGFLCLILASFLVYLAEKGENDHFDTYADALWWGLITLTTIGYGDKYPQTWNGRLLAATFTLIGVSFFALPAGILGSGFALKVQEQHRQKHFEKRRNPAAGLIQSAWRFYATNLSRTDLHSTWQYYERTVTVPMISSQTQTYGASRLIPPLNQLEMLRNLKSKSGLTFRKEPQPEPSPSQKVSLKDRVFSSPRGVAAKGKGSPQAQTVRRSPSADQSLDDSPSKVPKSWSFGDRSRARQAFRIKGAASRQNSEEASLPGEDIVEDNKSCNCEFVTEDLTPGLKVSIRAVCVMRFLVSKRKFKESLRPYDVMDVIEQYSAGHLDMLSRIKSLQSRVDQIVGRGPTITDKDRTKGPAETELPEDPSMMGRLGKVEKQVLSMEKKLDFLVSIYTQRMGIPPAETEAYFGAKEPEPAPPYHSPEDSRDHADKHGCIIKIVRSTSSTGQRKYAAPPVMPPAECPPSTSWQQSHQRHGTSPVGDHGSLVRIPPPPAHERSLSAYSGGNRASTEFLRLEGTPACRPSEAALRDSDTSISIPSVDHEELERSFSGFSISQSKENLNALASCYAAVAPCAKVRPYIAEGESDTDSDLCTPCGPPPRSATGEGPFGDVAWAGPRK
Numbers without * were called inactive; i = inactive; / = not tested or not shown.

Results follow in this order: CHT inh | KCNQ2 block
- COc1cccc(NC(=O)N(C2CCCCC2)C(C)c2cccs2)c1 (configuration not stated)
    i | -5.66*
- N#Cc1ccc(-c2cn3c(n2)SCC3)cc1
    i | i
- Cn1c(=O)c(C(=O)NCCc2ccc(Cl)cc2)c(O)c2ccccc21
    i | i
- Cc1ccc(-n2nc(C)c3c(C)c(CCC(=O)O)c(C)nc32)cc1
    i | i
- CC(C)CCN(CC(=O)NC1CCCC1)C(=O)C(=O)Nc1ccc2c(c1)OCCO2
    i | i
- COc1cc(C(=O)Nc2ccc(Br)cc2C(=O)c2cc(OC)c(OC)c(OC)c2)cc(OC)c1OC
    i | i
- O=C(O)c1ccc2c(=O)[nH]c(CN3CCOCC3)nc2c1
    i | i
- O=C(C1CCC(CNc2c(N3CCCCC3)c(=O)c2=O)CC1)N1CCCC1 (configuration not stated)
    i | i
- O=C(COC(=O)c1ccc2ncsc2c1)NC(=O)c1ccccc1
    i | i
- CCN(CC)CCNC(=O)c1cc(Sc2nnc(C)s2)nc2ccccc12
    i | i
- CN(C(=O)c1ccc(Cl)cc1)C1=CCCCC1CCC#N (configuration not stated)
    i | i
- O=C(NCc1ccccn1)c1cnc2sccn2c1=O
    i | i
- FC(F)(F)c1nnc2ccc(-n3ccnc3)nn12
    i | i
- COCCC(=O)N1CCC(Oc2ccc(C(=O)N(C)C3CCCCC3)cc2)CC1
    i | i
- COc1ccc(CCn2c(O)c(C=Nc3cccc(F)c3)c(=O)[nH]c2=O)cc1OC
    i | i
- COc1ccc(C(CC(=O)Nc2ccccc2OC)n2cccc2)cc1 (configuration not stated)
    i | i
- O=C(/C=C/c1ccccc1)NC(=S)Nc1ccc(N2CCOCC2)cc1
    i | i
- CCCOc1ccc(/C=N/NC(=O)C2CCCN2S(=O)(=O)c2ccc(Cl)cc2)cc1 (configuration not stated)
    i | i
- COc1ccc(C2C(C(=O)c3cccs3)=C(O)C(=O)N2c2nncs2)cc1 (configuration not stated)
    i | i
- O=C(NCCN1CCCC1)C1(S(=O)(=O)c2ccc(Cl)cc2)CC1
    i | i
- CC[C@H]1OC(=O)[C@H](C)[C@@H](O[C@H]2C[C@@](C)(OC)[C@@H](O)[C@H](C)O2)[C@H](C)[C@@H](O[C@@H]2O[C@H](C)C[C@H](N(C)C)[C@H]2O)[C@](C)(O)C[C@@H](C)C(=O)[C@H](C)[C@@H](O)[C@]1(C)O
    i | i
- CCOC(=O)c1nnn(-c2nonc2N)c1COc1ccccc1
    i | i
- O=C(Nc1nnc(-c2ccccc2F)s1)c1ccccc1F
    i | i
- CCOC(=O)c1cn(CC#N)c2cc(F)c(F)cc2c1=O
    i | i
- Cc1ccccc1N1C(=O)C2C3C=CC(CC3)C2C1=O (configuration not stated)
    i | i
- CCCCn1c(N)c(N(CCOC)C(=O)CSCC(=O)Nc2cccc(C)c2)c(=O)[nH]c1=O
    i | i
- COc1ccc(-c2cnc(N)nc2-c2ccc(OC)cc2O)cc1
    i | i
- CC(=O)c1ccc(N2CCN(C(=O)CCCc3nc4ccccc4s3)CC2)cc1
    i | i
- Cc1cc(C(=O)CN2C(=O)NC3(CCCc4ccccc43)C2=O)c(C)n1Cc1ccccc1 (configuration not stated)
    i | i
- Cc1nc2c(nnn2Cc2c(Cl)cccc2Cl)c(=O)[nH]1
    i | i
- COC(CNC(=O)[C@H](Cc1ccccc1)N1Cc2ccccc2C1=O)OC
    i | i
- COc1ccc(Cl)cc1N(CC(=O)N1CCC(C)CC1)S(C)(=O)=O
    i | i
- C/C(=C\C(=O)c1ccccc1)NNC(=O)c1ccc(Cl)cc1
    i | i
- O=C(N/N=C/c1cc(Br)ccc1O)C(c1ccncc1)N1CCOCC1 (configuration not stated)
    i | i
- Cc1cc(C)n(S(=O)(=O)c2ccccc2[N+](=O)[O-])n1
    i | i
- O=C(Nc1cccc(-c2cnc3ccccc3n2)c1)c1ccncc1
    i | i
- COc1ccc(N2CCN(C(=O)CN3CCN(c4nc(-c5ccc(F)cc5)cs4)CC3)CC2)cc1
    i | i
- COc1cccc(C(=O)CSc2nnc(-c3cccs3)o2)c1
    i | i
- FC(F)Oc1ccc(NC(=S)N2CCc3ccccc32)cc1
    i | i
- CCOC(CCn1ccc(O)c(Cc2ccc(Cl)cc2)c1=O)OCC
    i | i
- O=C(O)CCCCCCCCc1cn(CC2CCCCC2)nn1
    i | i
- CCS(=O)(=O)N1Cc2ccccc2CC1C(=O)OCC(=O)Nc1ccc(SC(F)F)cc1 (configuration not stated)
    i | i
- CCC(C)(C)NC(=O)c1ccc2c(c1)S(=O)(=O)c1ccccc1C2=O
    i | i
- COC(=O)c1ccc(COc2nc(C)cc(C)c2C#N)o1
    i | i
- CC1=C(C(=O)OC2CCCCCCC2)C(c2cccc(O)c2)NC(=O)N1 (configuration not stated)
    i | i
- CCOC(=O)C1=C(C)N(c2ccccc2)C(=O)/C1=C\c1cccs1
    i | i
- C=CCn1c(SCc2ccc(C(=O)NCCO)cc2)nc2sc(C)c(C)c2c1=O
    i | i
- COc1ccc(S(=O)(=O)N2CCC(C(=O)NC3CC3)CC2)cc1
    i | i
- COc1ccc(-c2cc(C)no2)cc1S(=O)(=O)N1CCN(c2cccc(C)c2)C(C)C1 (configuration not stated)
    i | i
- Cc1ccc(COC(=O)c2cc(S(=O)(=O)N3CCCCC3)ccc2N2CCOCC2)cc1
    i | i
- Cc1c(Cl)cccc1NC(=S)N1CCN(C(=O)c2ccco2)CC1
    i | i
- Cc1nc(NCC2CCCO2)nc2c1C(=O)CC(C)C2 (configuration not stated)
    i | i
- O=C(CCC1CCCC1)N1CCC(N2CCCCCC2)CC1
    i | i
- COc1ccc(C(=O)N/C(=C\c2ccc3c(c2)OCO3)C(=O)N2CCOCC2)cc1
    i | i
- CC(=O)c1c(N2CCN(C)CC2)nc(=S)n(Cc2ccccc2)c1C
    i | i
- CC1NC(=O)N(C)[C@@H]2NC(=O)N(C)C(c3ccc([N+](=O)[O-])cc3)[C@@H]12 (some centres not stated)
    i | i
- COC(=O)c1c(C)oc(C)c1S(=O)(=O)Nc1ccc(C(C)C)cc1
    i | i
- O=C1COc2ccc(OCc3ccc(F)cc3)cc21
    i | i
- Cc1nn(C)cc1CN(C)C(=O)c1sc2cccc(Cl)c2c1Cl
    i | i
- CCOC(=O)C1(CC2CCCCO2)CCN(S(=O)(=O)c2ccccc2)CC1 (configuration not stated)
    i | i

Grouped by structure: those above containing two or more sulfur atoms
Results follow in this order: CHT inh | KCNQ2 block
- CCN(CC)CCNC(=O)c1cc(Sc2nnc(C)s2)nc2ccccc12
    i | i
- COc1ccc(C2C(C(=O)c3cccs3)=C(O)C(=O)N2c2nncs2)cc1 (configuration not stated)
    i | i
- COc1cccc(C(=O)CSc2nnc(-c3cccs3)o2)c1
    i | i
- CCS(=O)(=O)N1Cc2ccccc2CC1C(=O)OCC(=O)Nc1ccc(SC(F)F)cc1 (configuration not stated)
    i | i
- C=CCn1c(SCc2ccc(C(=O)NCCO)cc2)nc2sc(C)c(C)c2c1=O
    i | i

Additional entries follow:
canonical_smiles | CHT inh | KCNQ2 block
O=C(CN1CCN(S(=O)(=O)c2ccc(F)cc2)CC1)Nc1cccc(C(F)(F)F)c1 | i | i
CCCCOc1ccc(CN(C)c2ncnc(N)n2)cc1 | i | i
Cc1ccc(O)c(Nc2c3ccccc3nc3ccccc23)c1 | i | -5.61*
O=C1CCCCCCCN1Cc1ccccc1 | i | i
COc1ccc(C(C[N+](=O)[O-])c2c(-c3ccccc3)cc3ccccn23)cc1OC (configuration not stated) | i | i
Cc1noc(COc2ccc(OCc3nc(C)no3)cc2)n1 | i | i
O=C(COC(=O)/C=C/c1ccccc1[N+](=O)[O-])Nc1ccc(OCc2ccccc2)cc1 | i | i
CNc1nc(-c2ccc3c(c2)CCN3C(=O)c2ccccc2F)c(C)s1 | i | i
CC(/C=N/NC(=O)c1cc(-c2ccccc2)nc2ccccc12)=C\c1ccco1 | i | i
CC(C)(C)OC(=O)NC(Cc1ccccc1)C(=O)N1CCCC1C(=O)O (configuration not stated) | i | i
COC(C[C@H](O)C[C@@H](O)[C@@H](C)OCc1ccccc1)OC | / | i
COc1ccc(/C=N/NC2=NS(=O)(=O)c3ccccc32)cc1OC(C)=O | i | i
CCN(CC)S(=O)(=O)c1ccc(C(=O)NN(C)C2=NS(=O)(=O)c3ccccc32)cc1 | i | i
CC(=O)Nc1nnc(SCC(=O)Nc2ccc3c(c2)OCCO3)s1 | i | i
CCN(CC)CCCNC1=C(Cl)C(=O)c2ccccc2C1=O | i | i

Next section; the last 2 above are carried over.
canonical_smiles | CHT inh | KCNQ2 block
CC(=O)Nc1nnc(SCC(=O)Nc2ccc3c(c2)OCCO3)s1 | i | i
CCN(CC)CCCNC1=C(Cl)C(=O)c2ccccc2C1=O | i | i
CC(=O)N1C(=O)C2(Nc3ccccc3N2)c2ccccc21 | i | i
c1ccc(-c2ccccc2OCCN2CCOCC2)cc1 | i | i
O=[N+]([O-])c1ccc(Cl)c(CN2CCN(c3ncccn3)CC2)c1 | i | i
O=C(COc1cccc2ccccc12)NNC(=O)C1CCCO1 (configuration not stated) | i | i
CCc1ccc(OCC(=O)N/N=C2\CC(=O)c3ccccc32)cc1 | i | i
CCOC(=O)Cc1csc(NC(=O)Nc2cccs2)n1 | i | i
Cc1ccc(C)n1-c1ccc(-c2nnco2)cc1 | i | i
CN1CC=C2C(C#N)=C(N)C(C#N)(C#N)C(c3ccsc3)C2C1 (configuration not stated) | i | i
C=C(C)CNC(=O)c1ccc(OC2CCN(C(=O)COC)CC2)cc1 | i | i
COc1cc(OC)c(OC)cc1/C=N/NC(=O)c1cnccn1 | i | i
Cc1ccc(NC(=O)C2CCCN(S(=O)(=O)c3c(C)noc3C)C2)cc1 (configuration not stated) | i | i
O=C(COC(=O)/C=C/c1ccc(Cl)cc1)Nc1ccc2[nH]c(=O)[nH]c2c1 | i | i
COc1ccc(NC2CCCN(C(=O)c3ccccc3N3CCOCC3)C2)cc1OC (configuration not stated) | i | i
OC(CSc1c(Cl)cccc1Cl)CN1CCN(c2ccc(F)cc2)CC1 (configuration not stated) | i | i
O=C(NC(=S)Nc1ccc(N2CCOCC2)c(Cl)c1)C(c1ccccc1)c1ccccc1 | i | i
COc1ccc(NC(=O)CCS(=O)(=O)c2cccc3nonc23)c(OC)c1 | i | i
COc1ccccc1C(=O)Nc1ccc2c(c1)OCO2 | i | i
COc1ccc(-n2c(Cc3cccn3C)nnc2SCC(=O)Nc2ccc(F)cc2F)cc1 | i | i
Oc1ccc(C[C@H]2CNCCN2CC2CCCCC2)cc1 | i | i
CCCCCOc1ccc(C(=O)CCC(=O)N2CCCC2)cc1 | i | i
CNC(=O)c1nnsc1S(=O)(=O)c1ccc(Cl)cc1 | / | -7.12*
CCOC(=O)c1ccc(CSc2n[nH]c(C)n2)o1 | i | i
C=CCn1c(SC(F)F)nc2scc(-c3ccco3)c2c1=O | i | i
COc1ccc(N2C(=O)CCC(C(=O)NCc3cccnc3)C2c2ccc(OC)c(OC)c2)cc1 (configuration not stated) | i | i
CN(C)S(=O)(=O)c1cccc(NC(=O)Cc2ccsc2)c1 | i | i
OCCNc1ncnc2c1c(-c1ccccc1)c(-c1ccccc1)n2Cc1ccco1 | i | i
Cc1cc(Cl)ccc1OCC(=O)NNC(=O)c1cccs1 | i | i
COc1cc(/C=N/NC(=O)c2ccncc2)cc2c1OCO2 | i | i
COc1ccc2nc(SCC(=O)N3CCCCCC3)c(C#N)cc2c1 | i | i
COc1ccc(Cl)cc1C(=O)Nc1ccc(NC(=O)c2ccco2)cc1 | i | i

Given with each value named: 2 of the compounds above.
COc1cc(/C=N/NC(=O)c2ccncc2)cc2c1OCO2
  CHT inh: i	KCNQ2 block: i
COc1ccc2nc(SCC(=O)N3CCCCCC3)c(C#N)cc2c1
  CHT inh: i	KCNQ2 block: i

(further entries)
canonical_smiles | CHT inh | KCNQ2 block
CCOC(=O)c1c(-c2ccc(-c3ccccc3)cc2)csc1NC(=O)c1cccc(N2C(=O)CCC2=O)c1 | i | i
O=C(Nc1ccccc1)c1cccc(S(=O)(=O)N2CCCCC2)c1 | i | i
CCOc1ccc(OCCCCn2ccnc2)cc1 | i | i
CN(C(=O)CN1C(=O)C2C3CC(C(Br)C3Br)C2C1=O)C1CCCCC1 (configuration not stated) | i | i
COC(=O)CNC(=O)c1cn(CC(C)C)c(=O)c2cc(OC)c(OC)cc12 | i | i
COC(=O)C(CCCN1C(=O)c2ccccc2C1=O)(NC(C)=O)c1nn[nH]n1 (configuration not stated) | i | i
Cn1nc(C(F)(F)F)c(C(=O)Nc2ccc(Cl)cc2)c1Cl | i | i
O=C(NCc1ccccc1)c1ccc(-c2ccccc2C(F)(F)F)o1 | i | i
Cc1ccc(C)c(OCC(=O)NNC(=O)c2ccc(NC(=O)C3CC3)cc2)c1 | i | i
CC(=O)N1N=C(c2ccc(C)o2)CC1c1ccc(Br)cc1 (configuration not stated) | i | i
Cc1cc(C)c2c(n1)nn1c(C3CC3)cc(C(F)(F)F)nc21 | i | i
O=C(Nc1nc2nc(-c3ccccc3)cc(-c3ccccc3)n2n1)c1ccco1 | i | i
CCOP(=O)(OCC)C(C)(C)NC(=O)Nc1ccc(Cl)c(Cl)c1 | i | i
CC(=O)c1c(C)[nH]c(C(=O)OCC(=O)N2CCN(S(=O)(=O)c3ccc(C)cc3C)CC2)c1C | i | i
O=C(Cc1ccccc1)NCC(=O)N/N=C/c1ccc([N+](=O)[O-])s1 | i | i
O=C(CSc1ccc(-c2ccco2)nn1)NCc1ccccc1Cl | i | i
O=C(Cc1cccs1)Nc1nncs1 | i | i
CC(=O)N1CCN(c2cc(N3CCc4ccccc4C3)c(F)cc2[N+](=O)[O-])CC1 | i | -5.61*
CCCCc1ccc(NC(=S)NCc2cccnc2)cc1 | i | i
Cc1cc(C)c[n+](-c2nc3ccccc3nc2C(=C=[N-])C#N)c1 | i | i
